High-throughput results (PubChem)
LMP1 NFkB inh – inhibitors of Epstein-Barr LMP1-induced NF-kappaB reporter | LMP1-induced NF-kappaB luciferase reporter cells, luminescence | inhibition, % at 12.5 µM | 0.69% of 350,000 active; in the data active = inhibition above about 41%;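 also: 0% = neutral control wells and 100% = reference inhibitor control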
CF NFkB block – cystic fibrosis NF-kB activation inhibition. KKLEB NF-kB-GFP reporter, PAF-induced, GFP fluorescence overnight. inhibition, % at 5 µM. 0.86% of 360,000 active;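 active = at least 50% inhibition at 5 µM, scaled per plate between neutral and stimulator controls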;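 also: PAF is a Pseudomonas aeruginosa culture filtrate used as stimulus; plate controls were PAF-stimulated DMSO wells for no effect and unstimulated DMSO wells for full effect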
TRPM1 prom inh – reduces MITF-dependent TRPM1 promoter luciferase signal; SK-MEL-5 TRPM1 promoter luciferase, 24 h; inhibition, % at 12.5 µM; 0.83% of 330,000 active;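 active = mean inhibition across replicates of 60% or more, whatever share of single replicates reaches that level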; also: values of inactives mirror those of a sister screen read the other way
HIF-2a block – inhibitors of HIF-2a | 786-0 RCC cells HIF-2a reporter, luciferase luminescence, overnight | AID 624352 | inhibition, % at 18.8 µM | 0.72% of 360,000 active;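 active = inhibition of the luminescence signal of 40% or more relative to plate controls, in a single-dose primary screen at 18.75 µM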
TRAIL sens C8 – sensitizes caspase-8 expressing cells to TRAIL; NB7+C8 cells + TRAIL, ATPlite viability luminescence; inhibition (viability loss, TRAIL sensitization), % at 10 µM; 1% of 360,000 active; AID 624354;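 active = compounds causing at least 50% loss of cell viability in the single-dose screen, relative to plate controls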
NR2E3 ag-1 – activates human NR2E3 receptor; inhibition of corepressor binding, % at 3.98 µM; Q9Y5X4; 0.35% of 360,000 active; CHO-S Gal4-NCOR/VP16-NR2E3 two-hybrid, luciferase; AID 602229;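 active = inhibition above the mean of all tested compounds plus 3 SD, cut at about 70% in these data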;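 also: 0% = DMSO with NR2E3 transfected cells and 100% = cells lacking NR2E3 construct; higher means lower luciferase signal from less NR2E3 corepressor binding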
Target sequence (Q9Y5X4 whole entry, looked up, the tested form may be a part): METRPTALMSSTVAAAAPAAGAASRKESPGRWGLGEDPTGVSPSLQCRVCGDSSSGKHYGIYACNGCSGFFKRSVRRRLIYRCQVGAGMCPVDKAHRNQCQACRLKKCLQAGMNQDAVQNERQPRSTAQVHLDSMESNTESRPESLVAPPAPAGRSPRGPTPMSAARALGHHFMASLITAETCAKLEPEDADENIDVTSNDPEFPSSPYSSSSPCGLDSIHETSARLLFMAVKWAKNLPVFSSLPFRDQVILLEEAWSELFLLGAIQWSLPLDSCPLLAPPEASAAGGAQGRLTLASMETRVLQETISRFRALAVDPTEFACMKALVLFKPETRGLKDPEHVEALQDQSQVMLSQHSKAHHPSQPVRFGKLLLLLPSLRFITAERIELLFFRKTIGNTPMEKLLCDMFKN
KKLEB cytotox – reduces viability of KKLEB cystic fibrosis airway cells | activity change (cytotoxicity), % at 5 µM | KKLEB CF airway cells viability, ATPlite luminescence, overnight; active compounds read low; cells stimulated with P. aeruginosa culture filtrate | 0.36% of 360,000 active | AID 602141;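 active = corrected activity change at or below -50% at 5 µM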
Peg3 promoter – inhibitors of Peg3 promoter; inhibition, % at 20 µM; 1.7% of 360,000 active; HeLa PEG-Prom luciferase reporter, luminescence, overnight;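 active = inhibition of at least 50% at 20 µM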
Shn3 inh set2 – reduces Shn3 3'UTR luciferase signal in osteoblasts | 0.52% of 360,000 active | inhibition, % at 12.5 µM | Clone20 osteoblast Shn3 3'UTR firefly luciferase, 24 h;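 active = mean inhibition of at least 75% with every replicate also reaching 75%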;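 also: 0% = median of neutral control wells and 100% = pilot-screen positive control compound; some compounds past the cut are filed as inactive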
NR2E3 ag-2 – agonists of human nuclear receptor NR2E3; AID 2300; GST-NR2E3/biotin-RetCOR TR-FRET, 1536-well; 0.12% of 320,000 active; Q9Y5X4; inhibition of corepressor binding, % at 4.78 µM;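 active = percent inhibition above the cutoff of mean plus 3 SD of all tested compounds, set per screening campaign, cut at about 20% in these data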;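 also: 0% = DMSO wells and 100% = biotin wells as full block of FRET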
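System: GST-tagged NR2E3 plus biotinylated RetCOR corepressor; Buffer or medium: pH 7.5 Tris-based buffer; Probe or stimulus: RetCOR corepressor, biotinylated, 7 nM; Doses: compound at 4.8 µM, single dose; Schedule: 5 h incubation at 4 °C; Technique: time-resolved FRET; Evaluation: percent inhibition of TR-FRET ratio; Replication: one well per compound, singlicate testing.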
hiPSC survival – hiPSC single-cell survival enhancement | ATPlite luminescence; 100% = ROCK inhibitor wells, 0% = DMSO | survival enhancement, % at 20 µM | 0.044% of 360,000 active | AID 602274; in the data active = survival enhancement above about 18%;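 also: cells exposed to compounds for 16 hours before the ATP read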
* marks the source's active call; other numbers are inactive results; x = not tested or not shown. An excerpt. The share of hits here may be higher or lower than overall.

#	canonical_smiles	LMP1 NFkB inh	CF NFkB block	TRPM1 prom inh	HIF-2a block	TRAIL sens C8	NR2E3 ag-1
1	CCN(CC)/C(=N\S(=O)(=O)c1ccc(F)cc1)c1ccccc1	2	1	-2	18	-7	-7
2	CC1=C(C(=O)OCCc2ccccc2)C(c2ccsc2)NC(=O)N1C (configuration not stated)	7	3	-5	20	5	-20
3	COc1ccccc1/C=C/C(=O)OCC(=O)Nc1nnc(-c2ccccc2)o1	5	-16	9	14	-14	12
4	COC(=O)c1c(C)cc(C)n2c1nc1ccccc12	6	0	-1	-9	-3	2
5	O=C(Nc1ccccn1)C1CCN(S(=O)(=O)c2ccccc2)CC1	-8	16	-75	-192	15	-66
6	CCOc1ccc(-c2ccc(NS(=O)(=O)c3ccc([N+](=O)[O-])cc3)cc2)nn1	3	0	7	-8	-8	26
7	O=C(Nc1cccc(F)c1)N1CCN(C(=O)c2ccco2)CC1	-3	9	-3	1	-16	-12
8	O=C1C=C(NCC2CCCO2)C2(CCCCC2)O1 (configuration not stated)	2	4	-4	19	-12	10
9	CCOC(=O)C1(CCOC)CCN(C(=O)c2ccc(CSC)o2)CC1	-4	19	3	-32	-2	-12
10	CCCCCCCCCCCNC(=O)c1ccoc1C	8	-10	5	8	1	-2
11	COc1ccc(CNC(=O)COC(=O)CCN2C(=O)C3CC=CCC3C2=O)cc1OC (configuration not stated)	3	-12	-2	6	-8	-20
12	Cc1ccc(-c2ccnc3cc(C)nn23)cc1	0	5	9	-12	1	-8

#	KKLEB cytotox	Peg3 promoter	Shn3 inh set2	NR2E3 ag-2	hiPSC survival
1	0	22	19	-3	0.2
2	13	19	19	0	2.8
3	1	13	-10	x	0.7
4	3	-10	15	2	-0.2
5	0	-248	-86	2	-1.7
6	-8	-3	13	2	-0.1
7	-6	3	9	-2	-0.5
8	4	3	-6	-6	2.7
9	0	-9	1	-2	0.2
10	8	-7	3	3	1.4
11	16	-6	-29	-1	-0.2
12	-12	-1	5	1	0.0

Later entries
#	canonical_smiles	LMP1 NFkB inh	CF NFkB block	TRPM1 prom inh	HIF-2a block	TRAIL sens C8	NR2E3 ag-1
13	CCOC(=O)c1[nH]c(C)c(C(=O)N(C)C)c1C	-2	5	6	4	9	-18
14	O=C(CCN1C(=O)/C(=C\c2ccccc2)SC1=S)NNC(=O)c1cccnc1	3	-2	2	22	-3	-21
15	CCOC(=O)c1cc(-c2ccc(F)cc2)n(CC(=O)NCc2cccnc2)c1C	-9	-5	-4	19	2	-17
16	COc1ccc(NC(=O)Nc2c(C)n(C)n(-c3ccccc3)c2=O)cc1	1	-16	-14	-38	-4	12
17	CCCn1c(=S)[nH]c2cc(C(=O)N3CCN(c4ccc(F)cc4)CC3)ccc2c1=O	1	21	x	6	13	12
18	CCOc1ccccc1/C=C/C(=O)c1ccc(Cl)cc1	-3	-3	5	-24	12	0
19	CC(=O)OCC1CC(COC(C)=O)C(COC(C)=O)CC1COC(C)=O (configuration not stated)	7	13	1	-2	-2	2
20	CSCC[C@H](NC(=O)[C@@H]1CSC2c3ccccc3C(=O)N21)C(=O)NCc1ccco1 (some centres not stated)	10	14	7	3	-11	2
21	COCCCNC(=O)/C(C#N)=C/c1cccc(NC(=O)c2ccccc2Cl)c1	9	24	0	21	-5	-39
22	Cc1cc2c3c(ccc(C)c3n1)N=CN2c1ccccc1	9	-4	5	18	16	-7
23	CCOc1ccc(NC(=S)N(CCOC)C(C)c2cccnc2)cc1 (configuration not stated)	-3	-6	-7	12	-1	-16
24	CCC1C(=O)N=C(SCC(=O)Nc2ccc(S(N)(=O)=O)cc2)NC1=O (configuration not stated)	-1	-26	-4	9	-10	8

#	KKLEB cytotox	Peg3 promoter	Shn3 inh set2	NR2E3 ag-2	hiPSC survival
13	2	10	-1	3	4.8
14	5	15	4	2	-1.0
15	7	6	-2	4	-4.5
16	6	-43	-16	-1	-0.6
17	-11	18	3	x	2.5
18	3	12	10	1	-0.1
19	-8	-12	-7	x	-0.3
20	9	14	-3	1	-0.1
21	-21	6	-10	3	-1.4
22	3	18	-1	-2	1.3
23	7	-5	1	-1	0.1
24	12	1	-4	0	-0.2

The listing continues:
#	canonical_smiles	LMP1 NFkB inh	CF NFkB block	TRPM1 prom inh	HIF-2a block	TRAIL sens C8	NR2E3 ag-1
25	COc1ccc2ccccc2c1C(=O)/C=C\c1ccoc1	21	4	-2	-24	6	-34
26	Cc1ccc(C(=O)C2OC(=O)C(C)(C)C(=O)C2(C)C)cc1 (configuration not stated)	-3	-16	0	12	-9	22
27	Cc1ccc(S(=O)(=O)N(C)C)cc1NC(=O)c1ccccc1SCC(=O)N1CCCC1	-1	-3	9	1	-13	-8
28	O=C(NCc1ccccc1)C(c1ccccc1F)N(C(=O)c1csnn1)C1CCCC1 (configuration not stated)	-3	10	10	13	4	-1
29	CCOc1ccc2nc(NC(=S)NCc3ccccc3)sc2c1	-2	-11	-25	-101	24	-8
30	Cc1cc(C)cc(NC(=O)c2cc(C)nc3ccccc23)c1	-5	-16	16	-1	-1	15
31	COc1ccc(C(=O)N/C(=C\c2cn(C)c3ccccc23)C(=O)OCCN(C)C)cc1	2	4	7	12	16	-8
32	O=C(Nc1ccccc1)C(=O)c1c[nH]c2ccccc12	-73	13	-32	-198	25	-211
33	CCOC(=O)/C=C1\SCC(=O)N1CC(=O)Nc1cccc(F)c1	-3	29	-1	14	-9	2
34	Cc1cccc(OCC(=O)NC2CCCC2)c1	-3	-8	0	0	-2	-26
35	Cc1cc(O)c(C(C)C)cc1N=Cc1ccccc1O	-2	0	6	12	-6	-2
36	O=C(NC1=NCCS1)c1ccc2c(c1)C(=O)N(Cc1ccco1)C2=O	0	-4	13	-3	-5	-18

#	KKLEB cytotox	Peg3 promoter	Shn3 inh set2	NR2E3 ag-2	hiPSC survival
25	-17	4	-8	-2	-0.5
26	0	16	-1	3	0.9
27	2	-1	-11	0	0.2
28	14	16	0	0	0.0
29	0	-57	-11	-7	-2.4
30	7	9	-36	0	-0.5
31	2	5	6	1	-0.5
32	-13	-221	-80	-3	-0.6
33	-2	13	13	-1	-0.8
34	15	-34	-19	2	0.6
35	0	12	-42	-2	0.0
36	4	2	-13	2	-0.1

Continued; the last six above are carried over.
#	canonical_smiles	LMP1 NFkB inh	CF NFkB block	TRPM1 prom inh	HIF-2a block	TRAIL sens C8	NR2E3 ag-1
31	COc1ccc(C(=O)N/C(=C\c2cn(C)c3ccccc23)C(=O)OCCN(C)C)cc1	2	4	7	12	16	-8
32	O=C(Nc1ccccc1)C(=O)c1c[nH]c2ccccc12	-73	13	-32	-198	25	-211
33	CCOC(=O)/C=C1\SCC(=O)N1CC(=O)Nc1cccc(F)c1	-3	29	-1	14	-9	2
34	Cc1cccc(OCC(=O)NC2CCCC2)c1	-3	-8	0	0	-2	-26
35	Cc1cc(O)c(C(C)C)cc1N=Cc1ccccc1O	-2	0	6	12	-6	-2
36	O=C(NC1=NCCS1)c1ccc2c(c1)C(=O)N(Cc1ccco1)C2=O	0	-4	13	-3	-5	-18
37	Nc1nonc1-n1nnc(C(=O)N/N=C/c2cccc(F)c2)c1CN1CCCC1	-3	-1	-10	-50	-32	-3
38	CCOC(=O)c1c(C)n(C)c2ccc(OCC(O)CN(CC)CC)cc12 (configuration not stated)	11	-17	x	5	-17	-8
39	COCc1cc(C)nc(SCc2nc3ccccc3c(=O)[nH]2)c1C#N	4	4	-14	-23	3	-33
40	COc1ccc(S(=O)(=O)N2CCOCC2)cc1NC(=O)CSc1nc(C)c(C)c(C)n1	-2	-10	-2	19	14	18
41	COc1ccc(C(C(=O)NCC2CCCO2)N(C(=O)CNC(=O)c2ccco2)c2ccc(C)c(C)c2)cc1OC (configuration not stated)	2	11	2	14	-3	3
42	N#Cc1c(NC(=O)CSC2=NCCS2)sc2c1CCCC2	4	7	-24	-84	11	-43
43	C=C(C)CSc1nc(N)c2c3c(sc2n1)CCC3	-48	-14	-62	-235	1	-123
44	CC(=O)Nc1ccc(NC(=O)COC(=O)c2c(-c3ccccc3)noc2C)cc1	5	26	2	7	-8	-10
45	CCOc1ccc(CN2CCNC(=O)C2CC(=O)NCCCC2CCCC2)cc1 (configuration not stated)	20	20	-18	-12	6	-5
46	CCN(CC)c1ncc(C)c(=O)[nH]1	-8	21	-9	12	9	22

#	KKLEB cytotox	Peg3 promoter	Shn3 inh set2	NR2E3 ag-2	hiPSC survival
31	2	5	6	1	-0.5
32	-13	-221	-80	-3	-0.6
33	-2	13	13	-1	-0.8
34	15	-34	-19	2	0.6
35	0	12	-42	-2	0.0
36	4	2	-13	2	-0.1
37	6	-32	18	0	2.5
38	-8	5	17	-1	-1.6
39	-20	-10	4	-3	-0.8
40	-10	2	-11	x	5.5
41	2	6	-8	-1	0.5
42	-6	-71	-3	0	-2.2
43	-3	-178	-54	1	-2.3
44	-15	-5	23	2	0.9
45	-4	-6	-1	1	-0.5
46	-9	4	-6	-1	1.2
